M4 antag = human M4 muscarinic receptor antagonists, primary screen, CHO cells, Fluo-8 calcium fluorescence. Muscarinic acetylcholine receptor M4 (Homo sapiens), P08173. CHO-hM4 cells, ACh EC80. inhibition, % at 3 µM. 360,000 compounds, 0.73% hits;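 active means inhibition above its plate's cutoff, the mean inhibition of sample wells plus 3 SD, cut at about 27% in these data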;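 further: 0% = acetylcholine EC80 with DMSO and 100% = DMSO without agonist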
Target sequence (P08173 whole entry, looked up): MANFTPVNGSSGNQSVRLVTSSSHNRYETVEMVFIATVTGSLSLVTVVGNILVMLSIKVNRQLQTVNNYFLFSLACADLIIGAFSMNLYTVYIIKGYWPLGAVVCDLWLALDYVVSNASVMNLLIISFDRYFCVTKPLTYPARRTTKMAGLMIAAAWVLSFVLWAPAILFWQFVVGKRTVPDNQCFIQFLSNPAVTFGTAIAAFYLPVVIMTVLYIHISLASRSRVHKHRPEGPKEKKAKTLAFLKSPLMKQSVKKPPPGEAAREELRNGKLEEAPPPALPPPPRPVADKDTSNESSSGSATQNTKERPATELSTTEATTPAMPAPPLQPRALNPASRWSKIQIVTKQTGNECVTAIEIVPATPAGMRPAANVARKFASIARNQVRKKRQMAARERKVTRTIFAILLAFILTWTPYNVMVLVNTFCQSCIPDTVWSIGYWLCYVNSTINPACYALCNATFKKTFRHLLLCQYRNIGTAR
CHRM1 antagonist = human M1 muscarinic receptor antagonists, primary screen, CHO-K1 cells, Fluo-8 calcium fluorescence, 1536-well | CHO-K1 hM1, ACh EC80 antagonist | AID 588852, 2011 | 360,000 compounds, 1.3% hits | inhibition, % at 3 µM;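 active means percent inhibition above its own plate's cutoff, namely the mean of that plate's compound wells plus 3 SD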;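 further: peak over basal fluorescence ratio during 140 s after agonist addition; 0% = ACh EC80 plus DMSO and 100% = DMSO alone without agonist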
Target sequence (P11229 whole entry, looked up): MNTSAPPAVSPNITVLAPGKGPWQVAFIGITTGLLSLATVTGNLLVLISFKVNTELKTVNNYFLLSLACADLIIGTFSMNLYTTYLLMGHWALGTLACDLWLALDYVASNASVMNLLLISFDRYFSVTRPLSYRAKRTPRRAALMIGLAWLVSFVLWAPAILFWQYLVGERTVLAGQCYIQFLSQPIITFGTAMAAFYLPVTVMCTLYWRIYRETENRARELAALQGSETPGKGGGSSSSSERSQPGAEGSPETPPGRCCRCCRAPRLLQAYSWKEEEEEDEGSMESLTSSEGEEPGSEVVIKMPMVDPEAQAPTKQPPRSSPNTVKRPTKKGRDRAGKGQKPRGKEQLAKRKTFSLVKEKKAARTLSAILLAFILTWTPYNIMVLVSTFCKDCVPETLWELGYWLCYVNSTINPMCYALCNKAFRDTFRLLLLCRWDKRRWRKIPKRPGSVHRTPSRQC
M1 PAM = human M1 muscarinic receptor positive allosteric modulators, primary screen, CHO-K1 cells, Fluo-8 calcium fluorescence, 1536-well | Muscarinic acetylcholine receptor M1 (Homo sapiens), P11229 | CHO-K1 hM1, ACh EC20; 0% = ACh EC20, 100% = maximal ACh | activation, % at 3 µM | 360,000 compounds, 0.088% hits; in the data active means activation above about 19%, passing the limit was not always enough
M1 ag parental = counter-screen for M1 agonists: effect in parental CHO-K1 cells. activation, % at 3 µM. Fluo-8 calcium fluorescence; scaled to maximal ATP response, vehicle zero. AID 602248, 2012. 360,000 compounds, 0.48% hits; in the data active means activation above about 15%;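 further: untransfected CHO-K1 host cells lacking M1 receptor as counterscreen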
CHO parental Ca = ATP-evoked calcium signal inhibitors, parental CHO, primary screen, counter-screen for OX1R antagonist project, cell-based, fluorescence, Fluo-8 calcium dye | parental CHO-K1, ATP-induced calcium, Fluo-8 fluorescence | inhibition, % at 5.6 µM | 330,000 compounds, 0.63% hits | AID 463079, 2010;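 active means inhibition above that plate's mean sample inhibition plus 3 SD, cut at about 26% in these data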;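 further: 0% = ATP-challenged DMSO wells and 100% = DMSO wells without ATP; some compounds past the cut are filed as inactive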
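Measured by: calcium-sensitive Fluo-8 fluorescence / Test system: CHO parental line / Controls: ATP-challenged DMSO wells low, unchallenged DMSO wells high / Measure: % inhibition / Compound: single nominal dose of 5.6 µM per compound / Replicates: single well per compound, no replicates / Reagent: ATP as calcium-mobilizing challenge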
CHRM1 agonist = human M1 muscarinic receptor agonists, primary screen, Fluo-8 calcium fluorescence, CHO-K1 cells, HTS. CHO-K1 hM1, agonist mode; 0% DMSO, 100% acetylcholine EC100. activation, % at 3 µM. Muscarinic acetylcholine receptor M1 (Homo sapiens), P11229. 360,000 compounds, 0.33% hits;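 active means activation above the run's mean compound activation plus 3 SD, cut at about 16% in these data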;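 further: peak over basal fluorescence ratio within a 140 s kinetic read after compound addition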
CHO-K1 Ca antag = counter-screen for M1 antagonists: effect in parental CHO-K1 cells | inhibition, % at 3 µM | 360,000 compounds, 0.6% hits | ATP-induced calcium, Fluo-8 fluorescence | AID 602250;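 active means inhibition above a per-plate cutoff, the plate's mean sample inhibition plus 3 SD, cut at about 24% in these data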;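 further: 0% = DMSO plus EC80 ATP and 100% = DMSO alone without ATP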
OXTR potentiate = human OXTR potentiators, primary screen, fluorescence, CHO-OTR cells, Fluo-8 calcium; activation, % at 3 µM; 320,000 compounds, 0.061% hits; Fluo-8 calcium fluorescence, potentiator mode; 0% = oxytocin EC15, 100% = EC100; Oxytocin receptor (Homo sapiens), P30559;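 active means activation above that plate's cutoff, the mean activation of tested compounds plus 3 SD, cut at about 6.6% in these data, passing the limit was not always enough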;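 further: 100% uses oxytocin at 75 nM as the full agonist control; some results filed as inactive read as strong as hits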
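Assay system: CHO-OTR cells, human receptor / Also added: oxytocin at about EC15, sub-maximal agonist stimulus / Dosing: single dose, 3.0 µM nominal final compound concentration / Incubation: 6 min pre-incubation, 100 s read / Technique: Fluo-8 calcium dye fluorescence / Read-out: % activation vs EC15 and EC100 oxytocin / Benchmarks: EC15 oxytocin low, 75 nM oxytocin high / Replicates: singlicate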
M4 ag = human M4 muscarinic receptor agonists, primary screen, CHO-K1 cells, Fluo-8 calcium fluorescence. CHO-K1 hM4/Gqi5; vehicle 0%, full acetylcholine response 100%. activation, % at 3 µM. 360,000 compounds, 0.14% hits;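 active means activation above the run mean over all test wells plus 3 SD, cut at about 32% in these data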;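 further: peak over basal fluorescence ratio per well then scaled between controls; 0% = DMSO wells and 100% = acetylcholine at EC100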
Starred values were filed as active, the others as inactive. Hits appear at their usual frequency; about 2.9% have a hit in one of these screens.

Start of the data: the first two entries, ahead of the listing:
How did CCCCCN1C(C)=CC(=C(C#N)C#N)C=C1C do in these assays?
M4 antag: 8; CHRM1 antagonist: 1; M1 PAM: 2; M1 ag parental: 0.3; CHO parental Ca: -15; CHRM1 agonist: -6; CHO-K1 Ca antag: -11; OXTR potentiate: -1; M4 ag: 0

Results for Cn1nnnc1NC(=O)c1ccccc1Cl ?
M4 antag: 5; CHRM1 antagonist: -8; M1 PAM: 9; M1 ag parental: 1.0; CHO parental Ca: -1; CHRM1 agonist: -3; CHO-K1 Ca antag: -5; OXTR potentiate: 1; M4 ag: 0

The list itself, from the first entry:
How did CCCCCN1C(C)=CC(=C(C#N)C#N)C=C1C do in these assays?
M4 antag: 8; CHRM1 antagonist: 1; M1 PAM: 2; M1 ag parental: 0.3; CHO parental Ca: -15; CHRM1 agonist: -6; CHO-K1 Ca antag: -11; OXTR potentiate: -1; M4 ag: 0

Results for Cn1nnnc1NC(=O)c1ccccc1Cl ?
M4 antag: 5; CHRM1 antagonist: -8; M1 PAM: 9; M1 ag parental: 1.0; CHO parental Ca: -1; CHRM1 agonist: -3; CHO-K1 Ca antag: -5; OXTR potentiate: 1; M4 ag: 0

Results for S=C(Cc1ccc(-c2ccccc2)cc1)N1CCOCC1 ?
M4 antag: -2; CHRM1 antagonist: -14; M1 PAM: 13; M1 ag parental: 0.9; CHO parental Ca: -5; CHRM1 agonist: -3; CHO-K1 Ca antag: -6; OXTR potentiate: -8; M4 ag: 1

Results for Cc1cc(C)n2nc[n+](C)c2n1 ?
M4 antag: 6; CHRM1 antagonist: -29; M1 PAM: 3; M1 ag parental: 0.6; CHO parental Ca: 3; CHRM1 agonist: 0; CHO-K1 Ca antag: -2; OXTR potentiate: -9; M4 ag: 1

How did O=C(c1ccco1)N1CCN(c2ccc(F)cc2)CC1 do in these assays?
M4 antag: -1; CHRM1 antagonist: -14; M1 PAM: 13; M1 ag parental: 0.7; CHO parental Ca: -1; CHRM1 agonist: -7; CHO-K1 Ca antag: -4; OXTR potentiate: 3; M4 ag: 0

What do the screens show for `COCn1c(=O)c2c(nc(SC3=NCCS3)n2Cc2ccccc2C)n(COC)c1=O`?
M4 antag: -4; CHRM1 antagonist: -4; M1 PAM: 0; M1 ag parental: 0.3; CHO parental Ca: -26; CHRM1 agonist: -4; CHO-K1 Ca antag: -12; OXTR potentiate: -9; M4 ag: 5

What do the screens show for `COC(=O)c1nn(-c2ccccc2)nc1-c1nn(-c2ccccc2)nc1C(=O)OC`?
M4 antag: -8; CHRM1 antagonist: 7; M1 PAM: 0; M1 ag parental: 0.6; CHO parental Ca: -21; CHRM1 agonist: -3; CHO-K1 Ca antag: 4; OXTR potentiate: -7; M4 ag: 0

Results for NC(=O)c1ccc(N2CCCCC2)c(N2C(=O)C3C4C=CC(C4)C3C2=O)c1 (stereo not given) ?
M4 antag: 6; CHRM1 antagonist: -6; M1 PAM: 7; M1 ag parental: 0.3; CHO parental Ca: -5; CHRM1 agonist: -3; CHO-K1 Ca antag: -8; OXTR potentiate: -12; M4 ag: 0

How did COc1ccc(CNC(=O)C2(CC3CC(c4ccccc4)=NO3)CCN(C(=O)OC(C)(C)C)CC2)cc1 (stereo not given) do in these assays?
M4 antag: -6; CHRM1 antagonist: -3; M1 PAM: 2; M1 ag parental: 0.5; CHO parental Ca: -22; CHRM1 agonist: -6; CHO-K1 Ca antag: -14; OXTR potentiate: -14; M4 ag: 8

Results for O=c1c2ccccc2oc2cc(-c3ccc4[nH]ccc4c3)ccc12 ?
M4 antag: 1; CHRM1 antagonist: 24; M1 PAM: -15; M1 ag parental: 0.0; CHO parental Ca: -5; CHRM1 agonist: -6; CHO-K1 Ca antag: 4; OXTR potentiate: -12; M4 ag: 2

How did CCc1cc(CNC(=O)c2ccc3nc(Cc4ccc(OC)c(OC)c4)oc3c2)on1 do in these assays?
M4 antag: 4; CHRM1 antagonist: -2; M1 PAM: -2; M1 ag parental: 4.4; CHO parental Ca: -4; CHRM1 agonist: 2; CHO-K1 Ca antag: -9; OXTR potentiate: -11; M4 ag: 2

How did OCCN1CCN(Cc2cc(Br)cc(Br)c2O)CC1 do in these assays?
M4 antag: -5; CHRM1 antagonist: -1; M1 PAM: 3; M1 ag parental: 0.2; CHO parental Ca: -5; CHRM1 agonist: -9; CHO-K1 Ca antag: -11; OXTR potentiate: -6; M4 ag: 2

Results for COc1cccc(N2C(=O)CC(N3CCC(C(N)=O)(N4CCCCC4)CC3)C2=O)c1 (stereo not given) ?
M4 antag: -3; CHRM1 antagonist: -6; M1 PAM: 4; M1 ag parental: 0.0; CHO parental Ca: -4; CHRM1 agonist: -5; CHO-K1 Ca antag: -4; OXTR potentiate: 1; M4 ag: 1

Results for O=C(NC1CCCC1)C1CCN(S(=O)(=O)c2ccccc2)CC1 ?
M4 antag: 8; CHRM1 antagonist: -1; M1 PAM: 5; M1 ag parental: 1.4; CHO parental Ca: -2; CHRM1 agonist: -4; CHO-K1 Ca antag: -14; OXTR potentiate: 2; M4 ag: 0

Results for COc1ccc(OCc2cc(C(=O)NC(C)c3cnn(C)c3)no2)c(Cl)c1 (stereo not given) ?
M4 antag: 0; CHRM1 antagonist: -1; M1 PAM: 1; M1 ag parental: 2.4; CHO parental Ca: 0; CHRM1 agonist: -2; CHO-K1 Ca antag: -16; OXTR potentiate: -14; M4 ag: 2

Results for CCC(=O)c1ccc(OC(=O)N2CCOCC2)cc1 ?
M4 antag: -4; CHRM1 antagonist: -18; M1 PAM: 11; M1 ag parental: 1.6; CHO parental Ca: 0; CHRM1 agonist: -3; CHO-K1 Ca antag: -20; OXTR potentiate: -5; M4 ag: 1

What do the screens show for `O=C(Cn1nc(Cc2cccnc2)c2ccccc2c1=O)NCc1ccc(F)cc1`?
M4 antag: -13; CHRM1 antagonist: -10; M1 PAM: 5; M1 ag parental: 0.6; CHO parental Ca: -17; CHRM1 agonist: -5; CHO-K1 Ca antag: -1; OXTR potentiate: 2; M4 ag: 1

How did CC(C)Nc1nc(NC(C)C)nc(Oc2ccc(=O)n(C)n2)n1 do in these assays?
M4 antag: -13; CHRM1 antagonist: -6; M1 PAM: 14; M1 ag parental: -0.1; CHO parental Ca: -2; CHRM1 agonist: -5; CHO-K1 Ca antag: -19; OXTR potentiate: -3; M4 ag: 2

What do the screens show for `COCCNC(=O)C1CCCN(C(=O)c2ccc(OC)c(F)c2)CC1` (stereo not given)?
M4 antag: -6; CHRM1 antagonist: -16; M1 PAM: 13; M1 ag parental: 0.1; CHRM1 agonist: -2; CHO-K1 Ca antag: 0; M4 ag: 0

Results for COc1ccccc1C(=O)NC(=O)COC(=O)c1ccc(NC(=O)CC#N)cc1 ?
M4 antag: -6; CHRM1 antagonist: 4; M1 PAM: -1; M1 ag parental: 0.2; CHO parental Ca: -6; CHRM1 agonist: -1; CHO-K1 Ca antag: -2; OXTR potentiate: -13; M4 ag: 1

Results for COc1ccc(S(=O)(=O)Nc2cc(SCC(=O)O)c(O)c3ccccc23)cc1 ?
M4 antag: 8; CHRM1 antagonist: 6; M1 PAM: 4; M1 ag parental: 1.0; CHO parental Ca: -17; CHRM1 agonist: -2; CHO-K1 Ca antag: -13; OXTR potentiate: -3; M4 ag: 3

How did CC(=O)C1=C(C)N(Cc2ccccc2)C(=O)N[C@H]1c1cccs1 do in these assays?
M4 antag: -17; CHRM1 antagonist: 2; M1 PAM: -1; M1 ag parental: -0.2; CHO parental Ca: -8; CHRM1 agonist: -5; CHO-K1 Ca antag: -2; OXTR potentiate: -15; M4 ag: 1

Results for CCCC(=Nc1ccc(N)cc1)C1=C(O)C(C(=O)OC)C(C)(C)CC1=O (stereo not given) ?
M4 antag: 0; CHRM1 antagonist: -8; M1 PAM: 11; M1 ag parental: 0.1; CHO parental Ca: -6; CHRM1 agonist: 0; CHO-K1 Ca antag: -8; OXTR potentiate: -1; M4 ag: 2

Results for O=C(NN1C(=O)/C(=C/c2cccnc2)SC1=S)C(c1ccccc1)c1ccccc1 ?
M4 antag: -10; CHRM1 antagonist: 15; M1 PAM: -16; M1 ag parental: 6.0; CHO parental Ca: -16; CHRM1 agonist: -1; CHO-K1 Ca antag: -9; OXTR potentiate: -6; M4 ag: 15

What do the screens show for `c1ccc(CSc2nnc(-c3ccco3)o2)cc1`?
M4 antag: 2; CHRM1 antagonist: -16; M1 PAM: 11; M1 ag parental: 0.7; CHO parental Ca: -7; CHRM1 agonist: -5; CHO-K1 Ca antag: -18; OXTR potentiate: -3; M4 ag: 0

What do the screens show for `CCOC(=O)C1(Cc2ccccc2C(F)(F)F)CCN(C2CCC2)CC1`?
M4 antag: 0; CHRM1 antagonist: -7; M1 PAM: 5; M1 ag parental: 0.2; CHO parental Ca: -14; CHRM1 agonist: -11; CHO-K1 Ca antag: -15; OXTR potentiate: -13; M4 ag: 1

What do the screens show for `Cc1cc(NC(=O)c2cc([N+](=O)[O-])cc([N+](=O)[O-])c2)n(-c2ccccc2)n1`?
M4 antag: -11; CHRM1 antagonist: -10; M1 PAM: 7; M1 ag parental: 0.2; CHO parental Ca: -11; CHRM1 agonist: -3; CHO-K1 Ca antag: -6; OXTR potentiate: -10; M4 ag: 1

What do the screens show for `COc1ccc(NC(=O)Cn2c(=O)cnc3ccccc32)cc1S(=O)(=O)N1CCCCC1`?
M4 antag: -8; CHRM1 antagonist: -8; M1 PAM: 8; M1 ag parental: 2.0; CHO parental Ca: -9; CHRM1 agonist: -5; CHO-K1 Ca antag: -7; OXTR potentiate: -1; M4 ag: 3

Results for O=C(COc1ccc([N+](=O)[O-])cc1)N1CCc2ccccc2C1 ?
M4 antag: -3; CHRM1 antagonist: -13; M1 PAM: -1; M1 ag parental: 0.0; CHO parental Ca: 0; CHRM1 agonist: -1; CHO-K1 Ca antag: -2; OXTR potentiate: -4; M4 ag: 1

How did Cc1cccc(Nc2nc(-c3ccncc3)cs2)c1 do in these assays?
M4 antag: -2; CHRM1 antagonist: -2; M1 PAM: -2; M1 ag parental: 0.4; CHO parental Ca: -31; CHRM1 agonist: -5; CHO-K1 Ca antag: -20; OXTR potentiate: 2; M4 ag: -2

How did Clc1cccc(Cc2c(-c3cccc(Br)c3)nc3ccc(Cl)cn23)c1 do in these assays?
M4 antag: -2; CHRM1 antagonist: -21; M1 PAM: 2; M1 ag parental: 0.5; CHRM1 agonist: -4; CHO-K1 Ca antag: -8; M4 ag: 0

From PubChem
